SUMO1-SIM PPI: SUMO1-SIM interaction modulation; AID 602429; inhibition, % at 20 µM; hit rate 0.33% among 360,000; P63165; SUMO1 binding to a labelled peptide, TR-FRET, 1 h; in the data active = inhibition above about 37%
DNMT1 inh: inhibitors of human DNMT1. inhibition (reported as % activation of signal), % at 10 µM. hit rate 0.83% among 360,000. P26358. DNMT1 molecular beacon, Hinp1I cleavage, fluorescence. AID 588458; in the data active = inhibition above about 50%
Target sequence (P26358 504-1616 limits assumed): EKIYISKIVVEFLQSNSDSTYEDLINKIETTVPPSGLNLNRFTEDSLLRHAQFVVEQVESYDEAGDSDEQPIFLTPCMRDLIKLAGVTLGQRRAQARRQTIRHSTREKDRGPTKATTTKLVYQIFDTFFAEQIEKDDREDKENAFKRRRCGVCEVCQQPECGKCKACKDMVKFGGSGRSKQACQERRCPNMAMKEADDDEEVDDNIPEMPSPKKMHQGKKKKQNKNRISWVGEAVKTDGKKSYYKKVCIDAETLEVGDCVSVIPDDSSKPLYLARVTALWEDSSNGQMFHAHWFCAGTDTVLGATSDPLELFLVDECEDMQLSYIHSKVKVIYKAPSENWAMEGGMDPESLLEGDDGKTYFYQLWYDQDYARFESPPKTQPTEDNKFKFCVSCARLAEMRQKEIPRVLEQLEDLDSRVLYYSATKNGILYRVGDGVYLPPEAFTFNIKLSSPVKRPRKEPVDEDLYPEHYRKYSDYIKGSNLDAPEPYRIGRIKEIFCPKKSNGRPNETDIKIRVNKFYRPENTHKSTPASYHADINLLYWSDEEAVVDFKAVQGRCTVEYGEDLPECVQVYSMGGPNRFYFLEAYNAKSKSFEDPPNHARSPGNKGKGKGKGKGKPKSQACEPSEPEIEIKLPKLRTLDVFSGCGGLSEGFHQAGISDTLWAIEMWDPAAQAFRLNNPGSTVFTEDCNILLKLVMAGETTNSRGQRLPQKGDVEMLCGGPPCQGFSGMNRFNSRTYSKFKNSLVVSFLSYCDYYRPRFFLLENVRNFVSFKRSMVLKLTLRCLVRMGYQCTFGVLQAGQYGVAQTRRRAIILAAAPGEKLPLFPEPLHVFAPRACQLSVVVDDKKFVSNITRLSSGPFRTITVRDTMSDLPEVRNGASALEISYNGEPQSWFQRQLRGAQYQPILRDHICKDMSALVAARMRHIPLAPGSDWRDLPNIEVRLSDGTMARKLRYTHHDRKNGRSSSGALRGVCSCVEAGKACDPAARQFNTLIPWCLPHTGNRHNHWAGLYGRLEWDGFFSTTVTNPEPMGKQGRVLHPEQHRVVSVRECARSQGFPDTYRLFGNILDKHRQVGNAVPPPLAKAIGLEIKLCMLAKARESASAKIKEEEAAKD
Scp-1 inhibitor: Scp-1 (human) phosphatase inhibition. Recombinant Scp1, phosphopeptide, malachite green phosphate absorbance. inhibition, % at 20 µM. AID 493091. hit rate 0.88% among 340,000. Q9GZU7;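 active = inhibition above about 50% at 20 µM, limit read from the data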;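 also: plate controls were DMSO wells with enzyme for no effect and wells lacking enzyme for full effect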
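Assay system: SCP-1 catalytic fragment, aa 76-261 | Buffer or medium: Tris acetate buffer pH 5.5 with MgCl2 and Tween-20 | Compound: One concentration, 20 µM, with 1.0% DMSO | Also added: Phospho 17-mer peptide substrate | Signal: Absorbance at 630 nm | Incubation: 45 min enzyme reaction at room temperature | Measure: % inhibition of SCP-1 phosphate liberation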
Rin1-Abl PPI inh: human Rin1-Abl interaction inhibition; P00519+Q13671; TR-FRET Rin1/Abl binding, biochemical; inhibition, % at 7.35 µM; hit rate 0.4% among 360,000; in the data active = inhibition above about 5%, passing the limit was not always enough
CSN inh: blocks human CSN-mediated cullin deneddylation; Purified CSN, SCF-Nedd8-OG deneddylation, fluorescence polarization; inhibition, % at 12.5 µM; hit rate 0.38% among 360,000;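 active = pattern-corrected inhibition above about 35%, with an unprinted fluorescence ratio check between 0.5 and 1.5, limit read from the data, passing the limit was not always enough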;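 also: 0% = enzyme with substrate and 100% = substrate without enzyme; some results filed as inactive read as strong as hits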
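Detection – fluorescence polarization · System – HEK293T-derived human Csn5 enzyme · Controls – substrate-only high control, full reaction low control · Timing – 90 min, room temperature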
STEP inh: STEP (human) phosphatase inhibition; inhibition, % at 20 µM; hit rate 0.25% among 360,000; recombinant STEP, OMFP fluorogenic substrate, fluorescence;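 active = inhibition at 20 µM, scaled per plate between control wells, above about 37%, limit read from the data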;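 also: 0% = DMSO with enzyme and substrate and 100% = substrate only without enzyme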
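medium = Bis-Tris buffer pH 6.0, 2.5 mM DTT, 0.005% Tween 20 | test system = STEP (striatal-enriched tyrosine phosphatase) enzyme, cell-free | measure = normalized % inhibition | compound dosing = 20 µM, 1% DMSO | also added = 25 µM OMFP | schedule = reaction 20 min, ambient temperature | measured by = fluorescence read at 480 nm ex / 540 nm em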
LMPTP inh: LMPTP (human) inhibition; recombinant LMPTP-A, OMFP fluorogenic substrate, fluorescence intensity; inhibition, % at 20 µM; hit rate 0.22% among 360,000; AID 651560;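 active = compounds that cut the enzyme signal by at least half of the control window in the single-dose screen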;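 also: plate controls were DMSO wells with enzyme plus substrate for no effect and substrate without enzyme for full effect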
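Material: LMPTP-A; amount: 0.625 nM enzyme; doses: single 20 µM dose; times: reaction 50 min, room temperature, dark; technique: fluorescence intensity of OMFP turnover product; benchmarks: no-enzyme and uninhibited controls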
Rpn11 block: blocks the human proteasome subunit Rpn11; O00487; human 26S proteasome, Ub4-pepOG fluorescence polarization; 20S core pre-blocked with epoxomicin; calls only at 20 µM; hit rate 0.59% among 360,000;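 active = inhibition at 20 µM, scaled to each plate's controls, above about 33%, limit read from the data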
NadD block: inhibitors of Staphylococcus aureus NadD | hit rate 0.78% among 360,000 | inhibition, % at 20 µM | purified NadD enzyme, colorimetric absorbance read-out; in the data active = inhibition above about 26%; also: some compounds past the cut are filed as inactive
Neddylation inh: cullin neddylation inhibition; hit rate 0.58% among 360,000; P61081+Q13564; AID 651699; TR-FRET cullin neddylation, biochemical; calls only at 25 µM; in the data active = inhibition above about 36%
An asterisk follows results filed as active.

Screening O=C(CSCc1ccc([N+](=O)[O-])cc1)NC1CCCCCC1 returned SUMO1-SIM PPI -15, DNMT1 inh 3, Scp-1 inhibitor -10, Rin1-Abl PPI inh 0, CSN inh 2, STEP inh 0, LMPTP inh 1.1, Rpn11 block inactive, NadD block -2 and Neddylation inh inactive.
For O=C(Nc1ccc(Br)cc1C(=O)O)c1ccc2c(c1)C(=O)N(Cc1ccccc1)C2=O the results were SUMO1-SIM PPI 16, DNMT1 inh 2, Scp-1 inhibitor 11, Rin1-Abl PPI inh -1, CSN inh 1, STEP inh 20, LMPTP inh 3.8, Rpn11 block inactive, NadD block 16 and Neddylation inh inactive.
`O=C(Nc1ccc(Cl)cc1)C1=Cc2cc(Cl)ccc2OC1` gave SUMO1-SIM PPI -3, DNMT1 inh -2, Scp-1 inhibitor -18, Rin1-Abl PPI inh -2, CSN inh -5, STEP inh 2, LMPTP inh 4.2, Rpn11 block inactive, NadD block -10 and Neddylation inh inactive.
`COc1ccc(-n2c(SCC(=O)NC3CC3)nc3ccccc3c2=O)cc1OC` gave SUMO1-SIM PPI -3, DNMT1 inh -2, Scp-1 inhibitor 1, Rin1-Abl PPI inh 2, CSN inh -2, STEP inh 1, LMPTP inh -0.2, Rpn11 block inactive, NadD block 10 and Neddylation inh inactive.
`CC1CN(C(=O)c2ccccc2OCc2ccccc2Cl)CC(C)O1` (stereo not drawn) gave SUMO1-SIM PPI -8, DNMT1 inh 2, Scp-1 inhibitor -11, Rin1-Abl PPI inh -1, CSN inh -4, STEP inh 1, LMPTP inh -10, Rpn11 block inactive, NadD block 0 and Neddylation inh inactive.
For CC(=O)NC(=S)NNC(=O)C(c1ccccc1)c1ccccc1 the results were SUMO1-SIM PPI 0, DNMT1 inh -2, Scp-1 inhibitor -12, Rin1-Abl PPI inh -1, CSN inh 77*, STEP inh 1, LMPTP inh -2.1, Rpn11 block inactive, NadD block -4 and Neddylation inh inactive.
Screening CCc1cccc(C)c1NC(=O)C(c1ccc(O)cc1)N1CCC1=O (stereo not drawn) returned SUMO1-SIM PPI -3, DNMT1 inh 2, Scp-1 inhibitor -8, Rin1-Abl PPI inh 3, CSN inh 4, STEP inh -6, LMPTP inh -0.4, Rpn11 block inactive, NadD block -2 and Neddylation inh inactive.
`Fc1ccccc1N1CCN(c2ncnc3nc[nH]c23)CC1` gave SUMO1-SIM PPI -4, DNMT1 inh 0, Scp-1 inhibitor -10, Rin1-Abl PPI inh 0, CSN inh 2, STEP inh -1, LMPTP inh -2.8, Rpn11 block inactive, NadD block 0 and Neddylation inh inactive.
For CCc1nc2c(OCc3ccccc3C)cccn2c1N(C)C(=O)C(C)C the results were SUMO1-SIM PPI -1, DNMT1 inh 1, Rin1-Abl PPI inh -3, CSN inh 1, STEP inh 0, LMPTP inh -0.3, Rpn11 block inactive, NadD block 0 and Neddylation inh inactive.
Screening CC(=O)NC1C(Oc2cccc(C)c2)OC2COC(c3ccco3)OC2C1O (stereo not drawn) returned SUMO1-SIM PPI 3, DNMT1 inh 5, Scp-1 inhibitor -6, Rin1-Abl PPI inh 2, CSN inh -10, STEP inh 3, LMPTP inh -1.0, Rpn11 block inactive, NadD block 1 and Neddylation inh inactive.
Screening Cc1ccc(CS(=O)Cc2ccc(C(=O)NCc3ccc(OC(C)C)cc3)o2)cc1 (stereo not drawn) returned SUMO1-SIM PPI 2, DNMT1 inh -1, Scp-1 inhibitor -2, Rin1-Abl PPI inh -1, CSN inh -5, STEP inh -2, LMPTP inh -0.6, Rpn11 block inactive, NadD block 0 and Neddylation inh inactive.
Cc1c(F)cccc1NS(=O)(=O)c1ccc2c(c1)n(C)c(=O)c(=O)n2C was read as SUMO1-SIM PPI 2, DNMT1 inh 3, Scp-1 inhibitor 12, Rin1-Abl PPI inh 3, CSN inh -2, STEP inh 0, LMPTP inh -3.9, Rpn11 block inactive, NadD block 0 and Neddylation inh inactive.
O=c1cnnc(Nc2ccccc2)[nH]1 was read as SUMO1-SIM PPI -3, DNMT1 inh -1, Scp-1 inhibitor 0, Rin1-Abl PPI inh -4, CSN inh -2, STEP inh 0, LMPTP inh -1.1, Rpn11 block inactive, NadD block 5 and Neddylation inh inactive.
O=C(Cc1ccccc1[N+](=O)[O-])NCCCc1ccccc1 was read as SUMO1-SIM PPI -6, DNMT1 inh 0, Scp-1 inhibitor -7, Rin1-Abl PPI inh 1, CSN inh 0, STEP inh -1, LMPTP inh -2.4, Rpn11 block inactive, NadD block -4 and Neddylation inh inactive.
Screening CCOC(CNC(=O)c1cccn2c(=O)c3cc(Cl)ccc3nc12)OCC returned SUMO1-SIM PPI -16, DNMT1 inh -1, Scp-1 inhibitor -3, Rin1-Abl PPI inh -1, CSN inh -2, STEP inh -1, LMPTP inh 1.6, Rpn11 block inactive and NadD block -9.

Continued; the last two above are carried over.
O=C(Cc1ccccc1[N+](=O)[O-])NCCCc1ccccc1 was read as SUMO1-SIM PPI -6, DNMT1 inh 0, Scp-1 inhibitor -7, Rin1-Abl PPI inh 1, CSN inh 0, STEP inh -1, LMPTP inh -2.4, Rpn11 block inactive, NadD block -4 and Neddylation inh inactive.
Screening CCOC(CNC(=O)c1cccn2c(=O)c3cc(Cl)ccc3nc12)OCC returned SUMO1-SIM PPI -16, DNMT1 inh -1, Scp-1 inhibitor -3, Rin1-Abl PPI inh -1, CSN inh -2, STEP inh -1, LMPTP inh 1.6, Rpn11 block inactive and NadD block -9.
For Cc1c(C(=O)NCc2ccc(C(C)C)cc2)sc(=O)n1Cc1cccc(F)c1 the results were SUMO1-SIM PPI -2, DNMT1 inh -4, Rin1-Abl PPI inh -1, CSN inh 0, STEP inh 2, LMPTP inh 3.1, Rpn11 block inactive, NadD block -6 and Neddylation inh inactive.
For COc1ccc(NC2CCCN(C(=O)CN3C(=O)c4ccccc4C3=O)C2)cc1OC (stereo not drawn) the results were SUMO1-SIM PPI -10, DNMT1 inh -2, Scp-1 inhibitor -6, Rin1-Abl PPI inh -1, CSN inh 0, STEP inh 2, LMPTP inh 0.5, Rpn11 block inactive, NadD block 0 and Neddylation inh inactive.
Screening Cc1ccc(S(=O)(=O)N2CC=C(c3c(C)n(C)c4ccccc34)CC2)cc1 returned SUMO1-SIM PPI 5, DNMT1 inh 0, Scp-1 inhibitor -15, Rin1-Abl PPI inh -1, CSN inh 3, STEP inh -2, LMPTP inh 3.2, Rpn11 block inactive, NadD block -2 and Neddylation inh inactive.
`CC1OC(OC2C(CO)OC(OCC3OC(OC(=O)[C@@]45CCC(C)(C)C[C@@H]4C4=CC[C@@H]6[C@@]7(C)CCC(OC8OCC(O)C(O)C8OC8OC(C)C(O)C(O)C8O)[C@@](C)(CO)C7CC[C@@]6(C)[C@]4(C)CC5)C(O)C(O)C3O)C(O)C2O)C(O)C(O)C1O` (stereo partly drawn) gave SUMO1-SIM PPI 7, DNMT1 inh -6, Scp-1 inhibitor -3, Rin1-Abl PPI inh -1, CSN inh 1, STEP inh -3, LMPTP inh 1.2, Rpn11 block inactive, NadD block -14 and Neddylation inh inactive.
Screening CC(OC(=O)CN1C(=O)NC2(CCCC2)C1=O)C(=O)Nc1cccc(Cl)c1 (stereo not drawn) returned SUMO1-SIM PPI 4, DNMT1 inh 1, Scp-1 inhibitor -5, Rin1-Abl PPI inh 1, CSN inh 1, STEP inh 0, LMPTP inh -0.2, Rpn11 block inactive, NadD block -8 and Neddylation inh inactive.
`CCOC(=O)c1ccc(NC(=O)C2COc3ccccc3O2)cc1` (stereo not drawn) gave SUMO1-SIM PPI 2, DNMT1 inh 0, Scp-1 inhibitor -6, Rin1-Abl PPI inh 2, CSN inh 2, STEP inh 0, LMPTP inh 1.5, Rpn11 block inactive, NadD block -5 and Neddylation inh inactive.
For COc1ccc(-c2cc3c(nn2)-c2ccccc2C3=O)cc1 the results were SUMO1-SIM PPI -14, DNMT1 inh -13, Scp-1 inhibitor -7, Rin1-Abl PPI inh 0, CSN inh 14, STEP inh 2, LMPTP inh 2.1, Rpn11 block inactive, NadD block -3 and Neddylation inh inactive.
`COc1cc2c(cc1OC)-c1cc(NC3CC3)nc(=O)n1CC2` gave SUMO1-SIM PPI 4, DNMT1 inh 1, Scp-1 inhibitor -2, Rin1-Abl PPI inh -2, CSN inh 4, STEP inh 4, LMPTP inh -0.5, Rpn11 block inactive, NadD block 1 and Neddylation inh inactive.
Screening Cc1ccc(C(=O)Cn2ncsc2=N)cc1 returned SUMO1-SIM PPI -3, DNMT1 inh 2, Scp-1 inhibitor -1, Rin1-Abl PPI inh -2, CSN inh -4, STEP inh -1, LMPTP inh 0.1, Rpn11 block inactive, NadD block -5 and Neddylation inh inactive.
Nc1ncnc(Nc2cc(Cl)cc(Cl)c2)c1[N+](=O)[O-] was read as SUMO1-SIM PPI -4, DNMT1 inh 4, Scp-1 inhibitor -1, Rin1-Abl PPI inh -3, CSN inh -14, STEP inh -1, LMPTP inh -2.0, Rpn11 block inactive, NadD block -2 and Neddylation inh inactive.
For CN(Cc1ccccc1)Cc1nc2c([nH]1)c(=O)[nH]c(=O)n2C the results were SUMO1-SIM PPI 3, DNMT1 inh -3, Scp-1 inhibitor -22, Rin1-Abl PPI inh 0, CSN inh -2, STEP inh -5, LMPTP inh -4.4, Rpn11 block inactive, NadD block -3 and Neddylation inh inactive.
Screening COc1cccc(NC(=O)COC(=O)c2c(C)noc2C)c1 returned SUMO1-SIM PPI -6, DNMT1 inh 4, Scp-1 inhibitor -2, Rin1-Abl PPI inh 2, CSN inh 0, STEP inh 1, LMPTP inh -0.2, Rpn11 block inactive, NadD block -8 and Neddylation inh inactive.
Clc1ccc(C2=NCCn3nc4ccccc4c32)cc1 was read as SUMO1-SIM PPI -21, DNMT1 inh 6, Scp-1 inhibitor -11, Rin1-Abl PPI inh 2, CSN inh -4, STEP inh 1, LMPTP inh -2.5, Rpn11 block inactive, NadD block 2 and Neddylation inh inactive.
Screening CNCC(O)Cn1c(C(F)(F)F)nc2ccccc21 (stereo not drawn) returned SUMO1-SIM PPI -1, DNMT1 inh 1, Scp-1 inhibitor -3, Rin1-Abl PPI inh 0, CSN inh -2, STEP inh 1, LMPTP inh -0.4, Rpn11 block inactive, NadD block -3 and Neddylation inh inactive.
CC(=O)N(C1CC(C)C(C#N)(C#N)C1(C#N)C#N)N(C)C (stereo not drawn) was read as SUMO1-SIM PPI 5, DNMT1 inh 1, Scp-1 inhibitor -1, Rin1-Abl PPI inh -1, CSN inh -4, STEP inh 0, LMPTP inh -1.6, Rpn11 block inactive, NadD block -3 and Neddylation inh inactive.
For CCc1nc(Nc2ccccc2)c2oc3ccccc3c2n1 the results were SUMO1-SIM PPI 4, DNMT1 inh -4, Scp-1 inhibitor -7, Rin1-Abl PPI inh -5, CSN inh -1, STEP inh 1, LMPTP inh 2.6, Rpn11 block inactive and NadD block -2.
`CCN(CC)CCCNC(=O)CNC(=S)N(CCCN1CCOCC1)Cc1cccs1` gave SUMO1-SIM PPI 0, DNMT1 inh 0, Scp-1 inhibitor -5, Rin1-Abl PPI inh -6, CSN inh -1, STEP inh 3, LMPTP inh -0.5, Rpn11 block inactive, NadD block 2 and Neddylation inh inactive.
